HTR5A ag – activates human HTR5A in OPRM1-OPRD1 agonist counter-screen; P47898; HTR5A agonist assay, luminescence, cell-based; activation, % at 9.3 µM; 340,000 tested, 0.61% active; in the data active means activation mostly above about 9.5%, no sharp cut-off; inactive means mostly below about 7.6%;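 further: 0% = cells with vehicle only and 100% = reference agonist; strong numbers were not always called active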
Target sequence (P47898 whole entry, looked up): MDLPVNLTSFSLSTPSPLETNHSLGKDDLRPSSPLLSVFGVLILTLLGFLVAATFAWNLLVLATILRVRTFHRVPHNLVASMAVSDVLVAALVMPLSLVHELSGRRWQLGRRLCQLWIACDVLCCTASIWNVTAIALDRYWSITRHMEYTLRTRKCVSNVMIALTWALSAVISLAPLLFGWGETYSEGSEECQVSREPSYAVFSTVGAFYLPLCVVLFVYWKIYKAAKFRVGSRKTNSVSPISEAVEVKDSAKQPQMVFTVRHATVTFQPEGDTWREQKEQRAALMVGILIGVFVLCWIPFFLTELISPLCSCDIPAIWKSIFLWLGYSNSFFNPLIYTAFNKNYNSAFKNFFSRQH
Keap1 Nrf2 FP – inhibitors of human Keap1-Nrf2 protein-protein interaction; Q14145; Keap1 Kelch-Nrf2 peptide fluorescence polarization, 1536-well; inhibition, % at 9.4 µM; 340,000 tested, 0.15% active; AID 504523; in the data active means inhibition above about 12%;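 further: human Keap1 Kelch domain with fluorescein labeled Nrf2 9mer peptide probe; 0% = neutral control wells and 100% = peptide positive control; higher means more block of Keap1 binding to Nrf2 peptide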
Target sequence (Q14145 whole entry, looked up, the tested form may be a part): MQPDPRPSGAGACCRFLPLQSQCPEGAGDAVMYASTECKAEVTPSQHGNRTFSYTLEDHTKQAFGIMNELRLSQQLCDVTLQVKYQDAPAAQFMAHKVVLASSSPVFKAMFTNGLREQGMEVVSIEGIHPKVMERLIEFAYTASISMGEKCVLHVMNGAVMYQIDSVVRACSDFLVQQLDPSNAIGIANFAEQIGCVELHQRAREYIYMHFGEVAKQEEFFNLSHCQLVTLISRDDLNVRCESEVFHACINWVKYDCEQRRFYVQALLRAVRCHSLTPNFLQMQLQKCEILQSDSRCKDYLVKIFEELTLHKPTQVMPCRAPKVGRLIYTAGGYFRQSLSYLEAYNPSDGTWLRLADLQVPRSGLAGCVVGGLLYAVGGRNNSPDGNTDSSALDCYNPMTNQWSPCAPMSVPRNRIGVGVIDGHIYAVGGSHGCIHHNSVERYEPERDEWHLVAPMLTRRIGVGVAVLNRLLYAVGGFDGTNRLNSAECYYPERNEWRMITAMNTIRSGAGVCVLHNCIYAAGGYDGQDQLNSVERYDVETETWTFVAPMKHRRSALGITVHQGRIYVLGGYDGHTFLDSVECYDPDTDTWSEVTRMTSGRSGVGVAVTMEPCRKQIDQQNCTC
cardiac RTF act – cardiac RTF calcium sensitization. P19429+P45379. IANBD-labeled TnC RTF fluorescence at EC20 calcium; 0% EC20 calcium, 100% full calcium. activation, % at 7.2 µM. 340,000 tested, 0.24% active. AID 493008;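 active means activation above the mean over all tested compounds plus 3 SD, cut at about 30% in these data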;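 further: rise in fluorescence read as greater calcium sensitivity of cardiac thin filaments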
LANA DNA inh – inhibitors of KSHV LANA C-terminal domain DNA binding; inhibition, % at 9 µM; 340,000 tested, 0.078% active; MBP-C-LANA/FAM-LBS DNA binding, fluorescence polarization;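 active means highest replicate inhibition at or above 60% at 9 µM, even if other replicates fall short; inactive means all replicates below 60% inhibition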;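 further: 0% = neutral control wells and 100% = 4 µM acridine orange control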
HTR5A inv ctr – counter-screen for OPRM1-OPRD1 inverse agonists: human HTR5A inverse agonism; P47898; HTR5A cell line, luminescence; inhibition, % at 9.3 µM; 340,000 tested, 0.083% active; AID 504634; in the data active means inhibition mostly above about 23%, no sharp cut-off; inactive means mostly below about 18%;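 further: 0% = cells with DMSO and 100% = no-cell wells with DMSO; some compounds called inactive have numbers as strong as hits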
V-ATPase pHluor – alters yeast V-ATPase proton transport; S. cerevisiae, pHLuorin cytosolic pH fluorescence; response, % at 10 µM; 350,000 tested, 0.37% active; in the data active means response mostly above about 7.3%, no sharp cut-off; inactive means mostly below about 5.4%; further: actives read high; inactives centre near 0; some compounds called inactive have numbers as strong as hits; reference of the scale not given here
CAL-PDZ inh HTS – inhibitors of human CAL PDZ peptide binding. Q9HD26. purified CAL PDZ, TMR-peptide fluorescence polarization, 1 h. inhibition, % at 24.9 µM. 300,000 tested, 0.92% active. AID 602252;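 active means mean inhibition of at least 30% with at least half of replicates also reaching 30%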;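 further: 0% = DMSO neutral control and 100% = excess unlabeled competitor peptide PRC23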
OPRM1-OPRD1 ag – agonists of human mu-delta opioid receptor heterodimerization. P35372+P41143. activation, % at 9.3 µM. cells, OPRM1-OPRD1 heterodimerization, luminescence. 340,000 tested, 0.3% active; in the data active means activation above about 18%;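 further: 0% = vehicle-treated cells and 100% = reference agonist; values of inactives mirror those of a sister screen read the other way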
RTF Ca sens inh – cardiac RTF calcium desensitization. IANBD-labeled cardiac RTF, Ca2+ fluorescence. inhibition, % at 7.15 µM. 340,000 tested, 0.12% active. P19429+P45379;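 active means inhibition above the mean inhibition of all tested compounds plus 3 SD, cut at about 17% in these data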;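 further: assay run at fixed EC70 calcium of 1.6 mM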
OPRM1-OPRD1 inv – inverse agonists of human mu-delta opioid receptor heterodimerization | P35372+P41143 | cell-based MOR-DOR heterodimer luminescence, inverse agonism | inhibition, % at 9.3 µM | 340,000 tested, 0.21% active | AID 504357; in the data active means inhibition above about 22%, passing the limit was not always enough;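 further: 0% = cells with DMSO and 100% = wells without cells with DMSO; values of inactives mirror those of a sister screen read the other way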
An asterisk follows results filed as active; / = not tested or not shown.

SMILES | HTR5A ag | Keap1 Nrf2 FP | cardiac RTF act | LANA DNA inh | HTR5A inv ctr | V-ATPase pHluor | CAL-PDZ inh HTS | OPRM1-OPRD1 ag | RTF Ca sens inh | OPRM1-OPRD1 inv
CC1=C([N+](=O)[O-])C(c2ccc(O)c(O)c2)NC(=O)N1 (stereo not drawn) | 0 | -5 | 3 | 4.4 | -1 | 2 | -3 | -1.7 | -2 | 8
O=[N+]([O-])c1ccc(-c2ccc(S(=O)(=O)N3CCOCC3)cc2)cc1 | 9 | 0 | 5 | 2.1 | -10 | 0 | / | -1.6 | -4 | 8
CCCCc1cc(=O)oc2c(C)c(OCC(=O)N3CCC(C(=O)O)(c4ccccc4)CC3)ccc12 | 3 | -2 | 2 | 2.4 | -8 | 1 | -2 | -1.3 | 0 | 7
O=C(Cn1ncc(Cl)c(Cl)c1=O)NC1CCS(=O)(=O)C1 (stereo not drawn) | 10 | 1 | 1 | -0.1 | -13 | 3 | -2 | -0.9 | -14 | 5
NC(=O)C1CCN(C(=O)/C(=C/c2ccco2)NC(=O)c2ccccc2)CC1 | 1 | 0 | 0 | 1.2 | 0 | -2 | / | 0.8 | 3 | -6
CCCC(=NCc1ccccc1)C1=C(O)C(C(=O)OC)C(C)(C)CC1=O (stereo not drawn) | -1 | 1 | 2 | 1.4 | 9 | 2 | -1 | -2.2 | 1 | 13
COc1ccc(C2C(C(=O)c3ccco3)=C(O)C(=O)N2CCc2ccccc2)cc1OC (stereo not drawn) | 2 | 0 | 1 | -1.9 | -15 | -5 | 3 | -2.3 | -6 | 13
O=C(CN1C(=O)/C(=C/c2ccc(Cl)cc2)SC1=S)NC1C=CS(=O)(=O)C1 (stereo not drawn) | -4 | 0 | 4 | -2.3 | -12 | -4 | -1 | -2.1 | -5 | 11
O=C1CCC([N+](=O)[O-])C(c2ccc(Cl)c([N+](=O)[O-])c2)N1 (stereo not drawn) | 0 | -1 | -1 | -2.0 | 0 | 0 | 4 | -2.9 | -7 | 16
CCOc1ccc(S(=O)(=O)N(C)CC(=O)NC2CCCC2)cc1 | -6 | -2 | -4 | -0.1 | 14 | -2 | / | -3.4 | -1 | 17

Next section (two carried over from the part before).
SMILES | HTR5A ag | Keap1 Nrf2 FP | cardiac RTF act | LANA DNA inh | HTR5A inv ctr | V-ATPase pHluor | CAL-PDZ inh HTS | OPRM1-OPRD1 ag | RTF Ca sens inh | OPRM1-OPRD1 inv
O=C1CCC([N+](=O)[O-])C(c2ccc(Cl)c([N+](=O)[O-])c2)N1 (stereo not drawn) | 0 | -1 | -1 | -2.0 | 0 | 0 | 4 | -2.9 | -7 | 16
CCOc1ccc(S(=O)(=O)N(C)CC(=O)NC2CCCC2)cc1 | -6 | -2 | -4 | -0.1 | 14 | -2 | / | -3.4 | -1 | 17
COC(=O)COc1ccc(C(C2C(=O)CC(C)(C)CC2=O)C2C(=O)CC(C)(C)CC2=O)cc1 | 4 | -3 | -1 | -1.1 | -16 | 1 | -3 | -2.7 | -10 | 13
CCCC(=O)Nc1ccc(Cl)c(NC(=O)c2ccco2)c1 | 5 | -5 | -4 | 0.3 | 16 | 1 | -4 | -1.3 | -1 | 7
O=C(Nc1c2c(nn1-c1ccccc1)CS(=O)(=O)C2)c1ccccc1Br | 0 | -4 | 2 | -1.3 | 9 | 0 | 0 | -1.2 | -5 | 6
CCCN1C(=O)CC(c2ccco2)Sc2ccccc21 (stereo not drawn) | 6 | 0 | 1 | -0.2 | -18 | 3 | / | 0.3 | -8 | -2
CCN(CC)CCN1C(=O)C(=O)/C(=C(/O)c2ccc(OC)c(OC)c2)C1c1ccccn1 (stereo not drawn) | 0 | -1 | -1 | 0.0 | 1 | 0 | / | -3.0 | -2 | 17
COc1ccc2nc(N=Nc3ccc(O)c4ccccc34)sc2c1 | 0 | -1 | 1 | 0.4 | -21 | 0 | -3 | 2.1 | -6 | -11
Cc1nn(CCCC(=O)Nc2cccnc2Cl)c(C)c1[N+](=O)[O-] | 6 | -4 | 1 | 0.7 | -10 | -2 | -3 | -0.7 | -16 | 4
CC(Sc1cccc[n+]1[O-])C(=O)Nc1ccc([N+](=O)[O-])cc1Cl (stereo not drawn) | 2 | -4 | 1 | 0.1 | -5 | -3 | -24 | -1.1 | 6 | 5
COc1cc(CNc2ccc3[nH]c(=O)[nH]c3c2)ccc1OCc1cccc(C)c1 | 3 | -2 | 0 | -3.1 | -12 | 0 | -4 | 3.8 | -8 | -17
O=C(c1cccc(NS(=O)(=O)c2ccc(F)c(F)c2)c1)N1CCCCC1 | -1 | -5 | -6 | -0.2 | 1 | 2 | -7 | -2.8 | -7 | 14
N#CC1(Nc2ccc(-c3ccc(NC4(C#N)CCCC4)cc3)cc2)CCCC1 | -2 | -2 | 8 | -1.9 | 6 | -2 | -1 | -1.4 | -9 | 7
CCOC(=O)N1CCC(NC(=O)CCS(=O)(=O)c2ccc3c(c2)CCN3C(=O)CC)CC1 | 3 | 3 | -5 | 2.2 | -3 | -3 | -1 | -0.5 | -13 | 3
COc1ccnc(Oc2ccccc2)c1C#N | -1 | -5 | 0 | -0.2 | 3 | -1 | 2 | -0.4 | 0 | 3
COc1cccc(C(=O)Nc2ccc3c(c2)C(=O)N(CC2CCCO2)C3=O)c1 (stereo not drawn) | 1 | 1 | -1 | -0.3 | 14 | 4 | -5 | 1.4 | 0 | -8
CC1OC(C)(C)OC1C1CNc2nc(NC(=O)C(C)(C)C)[nH]c(=O)c2N1C(=O)c1cccnc1 (stereo not drawn) | 0 | -6 | 1 | 1.1 | 0 | 1 | -1 | -2.4 | -19 | 13
O=C(Nc1ccc(Cl)cc1)c1ccc2ncsc2c1 | 3 | -6 | -3 | 0.7 | -10 | 6 | 2 | 1.2 | -13 | -6
CC(C)(C)[C@@H]1CCC(=O)N(CC[C@H](N=[N+]=[N-])c2ccccc2)CC1 | 1 | -5 | 2 | 2.9 | -7 | 1 | -2 | 8.8 | -4 | -51
Fc1ccc(C2CCCN2Cc2nc(-c3cnccn3)no2)cc1 (stereo not drawn) | 8 | 1 | -8 | -1.8 | -22 | -4 | -3 | -0.4 | -6 | 2
Cc1ncc(CN2CCCC(C(=O)Nc3ccc(-c4cccc(F)c4)cc3)C2)s1 (stereo not drawn) | 5 | -2 | -3 | -0.6 | -17 | 4 | -5 | -0.9 | -6 | 5
COc1ccc(NC(=O)c2ccccc2NS(C)(=O)=O)cc1OC | -5 | -3 | -1 | -1.6 | 3 | 1 | -6 | -1.6 | -5 | 9
O=c1[nH]c2c(c(=O)[nH]1)OCN(Cc1ccccc1)C2 | -2 | 4 | -3 | 0.4 | 7 | -4 | -1 | -3.1 | -9 | 16
CCOC(=O)N1CCN(C(=O)COC(=O)c2cccc(S(C)(=O)=O)c2)CC1 | -4 | 1 | -1 | -0.6 | 12 | -1 | -1 | -0.2 | -10 | 1
c1ccc2c(c1)ncn2-c1ncnc2sc3c(c12)CCCC3 | 4 | -7 | 1 | -1.5 | -5 | 1 | -2 | -1.3 | -19 | 7
CCOC(=O)c1ccc(NC(=O)CN2C(=O)CN(C(C)=O)C2=S)cc1 | 1 | -6 | 0 | 1.9 | -5 | 2 | -2 | -0.2 | 0 | 1
COc1ccc(S(=O)(=O)Oc2ccc3c(c2)O/C(=C\c2cccnc2)C3=O)cc1 | 4 | 2 | 1 | 0.3 | -2 | 0 | / | -1.0 | -7 | 5
Cc1cc(Br)ccc1OCC(=O)N1CCCCCC1 | -2 | -4 | 6 | 0.2 | -5 | 6 | -1 | -0.2 | -3 | 1
Cc1cc(C)cc(NC(=O)NC2CCN(CC(=O)Nc3cccc(Cl)c3C)CC2)c1 | -2 | -1 | 7 | 0.4 | 6 | -1 | 1 | -1.8 | 9 | 9
COC(=O)c1ccc(CSc2nc(-c3ccco3)cc(C(F)(F)F)n2)o1 | 0 | 3 | 1 | 0.4 | -13 | -2 | -12 | -1.2 | -3 | 5
O=C1/C(=C/c2ccccc2)SC(=S)N1CC(=O)N1CCCCC1c1cccnc1 (stereo not drawn) | -1 | 1 | 4 | -1.7 | 4 | 3 | -4 | -2.9 | -5 | 14
Cc1ccc(C(=O)NNC(=O)c2ccc(NS(=O)(=O)c3cccs3)cc2)o1 | -3 | -3 | 1 | 0.5 | 11 | 3 | / | -3.9 | -4 | 20
CN1CCN(Cc2nc3c(c(=O)[nH]c(=O)n3C)n2Cc2c(F)cccc2Cl)CC1 | 2 | -5 | 3 | -0.6 | -6 | -1 | / | 0.5 | -7 | -3
CC(C)(C)NS(=O)(=O)c1ccc(OCC(=O)NCc2ccco2)cc1 | 1 | -1 | 1 | -1.3 | -8 | 2 | 0 | -1.9 | -1 | 9
O=C(CSc1nccn1-c1cccc(Cl)c1)NC1CCCC1 | 0 | 2 | -6 | -0.2 | 4 | 1 | -3 | -3.0 | -2 | 13
S=C(Nc1cccc(Cl)c1)N1CCN(c2ccccn2)CC1 | 1 | 2 | -4 | 0.8 | -4 | 2 | / | -0.1 | -9 | 1
CC1CCCCC12NC(=O)N(CC(=O)Nc1cccc(S(=O)(=O)N3CCCCC3)c1)C2=O (stereo not drawn) | -1 | 1 | -3 | 2.0 | 3 | 1 | 0 | 2.2 | 0 | -10
COc1ccc(S(=O)(=O)N2CCOCC2)cc1NC(=O)CSc1ccccc1 | 6 | 2 | 3 | -1.8 | -1 | -1 | -1 | -2.5 | -14 | 14
COCCN1CCN(Cc2cn[nH]c2-c2cc3ccccc3o2)CC1 | 9 | 3 | -2 | -0.6 | 7 | 0 | -1 | -1.5 | -5 | 10
COc1ccc(/C=C(\NC(=O)c2ccc(C)cc2)C(=O)NCCCN2CCOCC2)cc1OC | -5 | 6 | -6 | 0.0 | 13 | 5 | -8 | 0.2 | -22 | -2
CCn1c2ccccc2c2cc(NC(=O)COC(=O)c3cc(S(=O)(=O)N4CCCCC4)ccc3Cl)ccc21 | -4 | -2 | -4 | 0.7 | -20 | -2 | -3 | -2.9 | 1 | 15
O=C(COC(=O)c1cccnc1)Nc1ccc(F)cc1 | -2 | -6 | -2 | -0.6 | -10 | 2 | -2 | -1.8 | -32 | 11
C[C@]12c3[nH]c4cc(-c5ccco5)ccc4c3CCN1C(=O)[C@@H](CC(=O)NCc1cccc(C(F)(F)F)c1)C[C@@H]2C(=O)N1CCOCC1 | -1 | -7 | -2 | 0.9 | 5 | 0 | 1 | -0.4 | -10 | 2
O=C(NCc1cccnc1)/C(=C/c1ccc(Cl)cc1)NC(=O)c1ccccc1 | 5 | 0 | -3 | 0.9 | 5 | -2 | 0 | -2.6 | 3 | 16
CCOC(=O)CCC(=O)c1c(C)oc2ccc(OC)cc12 | 4 | -1 | -1 | -0.6 | -2 | 1 | -1 | -2.3 | -3 | 10
COc1ccc(SC[C@H](Cc2ccccc2)N2CCN(CCc3ccccc3)CCC2=O)cc1 | 8 | -7 | -6 | -1.0 | -21 | 1 | -3 | 26* | -4 | -154
CC(NC(=O)c1ccc(C(C)(C)C)cc1)C(c1cccs1)N1CCOCC1 (stereo not drawn) | 4 | -2 | -1 | 0.3 | -11 | 4 | 1 | -1.3 | -3 | 7
O=C(Nc1ccc(S(=O)(=O)Nc2ncccn2)cc1)c1ccc(S(=O)(=O)N2CCCC2)cc1 | 0 | -5 | 9 | 3.3 | 0 | -1 | -3 | -3.0 | 1 | 15

High-throughput results: PubChem BioAssay, several laboratories
